Assay outcomes as filed in PubChem BioAssay.
POLB inh: blocks human DNA polymerase beta activity. P06746. Pol beta primer extension/strand displacement, fluorescence kinetic. Potency, µM (doses to about 114 µM), for inactives: at the highest dose activity change, negative = inhibition, hits mostly inhibitors. actives 1.3% (n = 340,000). AID 485314; further: on the % scale 0 is the no-effect control and ±100 the full control effect
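Enzyme-only controls used 10 nM Pol beta; buffer lacking enzyme served as negative control. Compound preincubated 15 min, then 50 nM substrate added; 0 and 10 min reads at room temperature.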
Pol iota inh: DNA polymerase iota (human) inhibition | Pol iota fluorescent replication assay, 10 min | Potency, µM (titrated, usually from 115 µM), inactives show top-dose activity, negative = inhibition, most hits filed as inhibitors | actives 1% (n = 390,000)
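Fluorescent replication assay read twice, at 0 min and 10 min after adding 50 nM (final) substrate. Enzyme (10 nM) and compounds were first incubated 15 min at room temperature; enzyme-free buffer wells were negative controls.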
BLM inh: blocks DNA unwinding by human BLM helicase. P54132. recombinant BLM DNA unwinding, fluorescence dequenching. Potency, µM (top dose mostly 56.1 µM), without a hit: at the top dose activity change, negative = inhibition, most hits filed as inhibitors. actives 0.2% (n = 350,000). AID 2528;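 further: plate controls were vehicle for no effect and no enzyme for full effect; nearly all actives have a fitted effect of over 35% in size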
POLH inh: blocks human DNA polymerase eta activity; Q9Y253; recombinant Pol eta, fluorescent DNA replication assay; Potency, µM (series often up to 114 µM), for the others: top-dose activity change, negative = inhibition, most hits filed as inhibitors; actives 1.2% (n = 390,000); AID 588591; further: on the % scale 0 is the no-effect control and ±100 the full control effect
Target sequence (Q9Y253 whole entry, looked up): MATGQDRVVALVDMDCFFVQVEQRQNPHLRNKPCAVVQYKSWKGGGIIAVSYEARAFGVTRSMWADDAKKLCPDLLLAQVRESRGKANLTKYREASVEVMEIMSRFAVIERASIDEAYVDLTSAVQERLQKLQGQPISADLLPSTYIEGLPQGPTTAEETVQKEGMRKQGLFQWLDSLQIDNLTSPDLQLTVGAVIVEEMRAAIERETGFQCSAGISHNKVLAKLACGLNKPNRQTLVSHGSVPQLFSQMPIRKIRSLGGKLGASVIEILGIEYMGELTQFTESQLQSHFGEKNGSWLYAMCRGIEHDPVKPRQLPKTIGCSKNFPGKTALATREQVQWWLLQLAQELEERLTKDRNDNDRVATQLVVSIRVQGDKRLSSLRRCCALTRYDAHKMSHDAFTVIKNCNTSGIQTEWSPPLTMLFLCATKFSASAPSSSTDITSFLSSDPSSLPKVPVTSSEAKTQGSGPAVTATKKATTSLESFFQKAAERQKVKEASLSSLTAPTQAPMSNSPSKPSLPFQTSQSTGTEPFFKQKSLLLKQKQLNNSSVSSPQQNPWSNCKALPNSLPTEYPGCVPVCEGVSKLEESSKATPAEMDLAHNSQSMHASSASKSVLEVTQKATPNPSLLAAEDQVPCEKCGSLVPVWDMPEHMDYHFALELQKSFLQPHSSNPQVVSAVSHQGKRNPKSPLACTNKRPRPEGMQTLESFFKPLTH
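Pol eta (10 nM) was preincubated with compounds for 15 min at room temperature, after which fluorescent replication substrate (50 nM final) was added to start the reaction. Fluorescence was read kinetically at 0 and 10 min.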
APEX1 inh: blocks human APE1 abasic DNA cleavage; recombinant APE1, TAMRA/BHQ-2 abasic DNA cleavage fluorescence; actives 0.35% (n = 350,000); Potency, µM (highest dose often 65.8 µM), inactives show top-dose activity change, negative = inhibition, most hits filed as inhibitors; P27695;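 further: plate controls were vehicle for no effect and reference inhibitor for full effect; nearly all actives have a fitted effect of over 55% in size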
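Enzyme (0.75 nM final) and test compound are incubated 15 min at room temperature before adding 50 nM quenched THF abasic-site duplex. Cleavage dequenches TAMRA, followed at 525/598 nm over three reads one minute apart.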
BAZ2B inh: BAZ2B (human) inhibition. Q9UIF8. actives 4.4% (n = 360,000). AID 504333. Potency, µM (doses to about 114 µM), for inactives: top-dose activity change, negative = inhibition, usual class: inhibitors. AlphaScreen BAZ2B-H3K14Ac peptide displacement; further: on the % scale 0 is the no-effect control and ±100 the full control effect; nearly all actives have a fitted effect of over 60% in size
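BAZ2B (50 nM) with biotin-H3(5-23)K14Ac peptide (50 nM) in PBS pH 7.4, 0.01% Tween-20, preformed 30 min, then compound 30 min at room temperature; top concentration 110uM. AlphaScreen streptavidin donor/nickel chelate acceptor beads (10 ug/mL final), 20 min dark, signal read.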
G9a block: G9a (human) methyltransferase inhibition. Q96KQ7. G9a H3K9 monomethylation, AlphaScreen, 2 h. Potency, µM (doses to about 102 µM), inactives show at the highest dose activity, negative = inhibition, hits mostly inhibitors. actives 8.8% (n = 350,000); further: on the % scale 0 is the no-effect control and ±100 the full control effect; nearly all actives have a fitted effect of over 75% in size
Target sequence (Q96KQ7 913-1193 limits assumed): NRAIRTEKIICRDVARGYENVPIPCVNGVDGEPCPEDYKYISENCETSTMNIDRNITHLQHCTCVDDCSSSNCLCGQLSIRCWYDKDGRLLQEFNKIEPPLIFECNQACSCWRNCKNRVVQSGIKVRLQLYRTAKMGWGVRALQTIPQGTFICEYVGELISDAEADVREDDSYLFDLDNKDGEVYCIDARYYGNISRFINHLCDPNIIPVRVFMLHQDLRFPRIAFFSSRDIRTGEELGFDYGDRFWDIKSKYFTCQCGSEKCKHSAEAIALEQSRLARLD
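Enzyme 20 nM + cpd, 15 min RT; add b-H3K9 pep 500 nM / SAM 20 uM; 2 h RT; anti-H3K9me1 Ab 0.5 ug/mL + SA donor / anti-rabbit acceptor beads 20 ug/mL each, 10 min; AlphaScreen read.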
POLK inh: inhibitors of human DNA polymerase kappa. AID 588579. Q9UBT6. Potency, µM (highest dose often 107 µM), for the others: at the highest dose activity, negative = inhibition, usual class: inhibitors. purified Pol kappa, fluorescent DNA synthesis assay, 10 min. actives 0.53% (n = 400,000); further: on the % scale 0 is the no-effect control and ±100 the full control effect
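Enzyme at 10 nM met test compounds for 15 min at room temperature. Substrate addition (50 nM final) began the reaction, which was monitored by fluorescence at 0 and 10 min.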
Anesthetic bind: binds horse apoferritin like a general anesthetic; Potency, µM (highest dose often 77.5 µM), for the others: top-dose activity change, negative = displacement, hits mostly inhibitors; actives 0.074% (n = 350,000); apoferritin/1-aminoanthracene competitive binding, fluorescence; P02791; further: on the % scale 0 is the no-effect control and ±100 the full control effect; nearly all actives have a fitted effect of over 20% in size
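Horse-spleen apoferritin (10 uM) was mixed with 50% saturated 1-aminoanthracene in PBS, exposed to compounds for 10 min at room temperature, and read for fluorescence (ex 380 nm, em 535 nm). Competitive displacement was fitted with a four-parameter Hill equation.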
* marks the source's active call; other numbers are inactive results; ? = inconclusive; nt = no result given; & = joins results of further samples; [ ] = remark or other dose. The call rests on the fitted dose curve; in most records, active means well fitted curve in the direction sought with a large enough effect; inconclusive means small, poorly fitted or top-dose-only effect, or another doubt; inactive means no such curve, though single readings can be large; an effect the other way counts as inactive or inconclusive. Potency means the concentration at half of the fitted maximal effect. These rows are one share of the data (hit frequency here may not be typical).

SMILES | POLB inh | Pol iota inh | BLM inh | POLH inh | APEX1 inh | BAZ2B inh | G9a block | POLK inh | Anesthetic bind
CC1(C)Cc2c(c(N3CCOCC3)nc3sc(C#N)c(N)c23)CS1 | 3.4% | 12.0% | 3.2% | -13.6% | 3.2% | -9.6% | -6.0%[59 µM] | -1.9% | 7.2%
COCCN(C(=O)CC1C(=O)NCCN1CC(c1ccccc1)c1ccccc1)C(C)C (stereo unspecified) | 1.5% | 6.2% | -2.7% | -2.8% | -2.2% | -7.6% | 8.7%[0.501 µM] | 7.1%[60.1 µM] | -4.8%
CC1(C)CC(=O)c2c(S(C)(=O)=O)sc(Br)c2C1 | -23.2% | 9.8% | -9.9% | 6.9% | 0.6% | -2.7% | -38.5% | -10.5% | 8.3%
O=C1C=C(c2cnc3ccccc3c2)C[C@@H](c2ccc3c(c2)OCO3)C1 | nt | 18.3% | nt | -9.4% | 1.1% | -38.9% | -5.2%[0.501 µM] | 13.5% | nt
CCOc1ccccc1NC(=O)C1CCN(S(=O)(=O)c2cccs2)CC1 | -20.6% | 58.4%[activator] | -3.4% | -8.2% | nt | 1.8% | 9.2%[59 µM] | -33.8% | -10.1%
CC(C(=O)Nc1cccnc1)c1ccc([N+](=O)[O-])cc1 (stereo unspecified) | -0.2% | 30.6%[activator] | 0.0% | 4.8% | -1.3% | -15.9% | 4.5% | -15.5% | -11.5%
COc1cccc(NC(=O)CCSc2nc(-c3ccco3)cc(C(F)(F)F)n2)c1 | 10.7% | -8.9% | -8.9% | -9.4% | nt | 8.0% | 5.3%[59 µM] | -5.9% | ?
COc1ccc2c(c1OC)C(=O)N1c3ccccc3C(=O)N(c3ccccc3)C21 (stereo unspecified) | 4.3% | 13.1% | 0.1% | -12.0% | -1.6% | 11.0% | 7.6%[12.7 µM] | -8.2% | -0.4%
Cn1c(=O)c2[nH]c(C3CCCC3)nc2n(C)c1=O | -6.3%[57.1 µM] | -12.5%[58.9 µM] | 6.0% | 0.1%[57.1 µM] | -2.1%&-11.6%&-4.2% | nt | 44.3%[activator][12.7 µM] | 12.1%[60.1 µM] | nt
COC(=O)c1cnc(SCC(=O)c2ccccc2)n1C | 32.9% | -22.6% | -3.1% | -4.1% | -9.4% | -2.4% | -8.1% | 2.2% | 4.0%
O=C(CN1C(=O)C2C3C=CC(C3)C2C1=O)Nc1ccc(C(=O)O)cc1 (stereo unspecified) | -2.3% | 13.3% | 0.0% | -13.6% | 11.1% | 1.3% | 27.5%[2.33 µM] | -6.4% | -6.1%
COc1cc2cc3c4cc(OC)c(OC)cc4cc[n+]3c(C)c2cc1OC | nt | nt | 134.2%[activator] | nt | ? | nt | ? | ? | 9.0%
Cc1oc2c(CN3CCCCC3)c(O)ccc2c(=O)c1-c1ccc(Br)cc1 | -13.4% | -1.4% | -6.7% | -15.4% | 2.1% | 7.2% | -8.7% | 8.8% | 5.7%
O=C(Nc1ccc2c(c1)C(=O)N(c1ccccc1)C2=O)C1CCCO1 (stereo unspecified) | 3.9% | -6.2% | 2.3% | -10.4% | 3.0% | 10.4% | 6.4%[59 µM] | -12.7% | -2.3%
COc1ccc(C(=O)NN=C2CCCC2)c(OC)c1 | 39.4% | -0.6% | 0.3% | -1.6% | -0.5% | -3.3% | nt | -0.8% | -9.1%
CCOC(=O)N1CCN(C(=O)CN(c2ccc(C)c(C)c2)S(=O)(=O)c2ccccc2)CC1 | 15.7% | 31.9%[activator] | -0.7% | -12.6% | 1.5% | -29.9% | -19.0% | 3.1% | -11.2%
Nc1nc(=S)n(-c2ccccc2)[nH]1 | 0.5% | 113.4%[activator] | -7.4% | -17.0% | 3.6% | ? | 10µM* | 2.1% | -0.7%
CC(C)(CO)Nc1ncnc2onc(-c3ccc(F)cc3)c12 | -0.7% | 6.9% | -1.3% | -21.6% | 3.8% | -1.2% | 7.6% | 5.2% | 0.2%
Cc1cc(NC(C)c2ccccc2)n2ncc(-c3ccccc3)c2n1 (stereo unspecified) | 0.9% | 14.7% | -12.7% | -9.4% | 1.9% | 11.5% | 182.1%[activator] | -14.8%[60.1 µM] | 86.6%[activator]
CCc1ccccc1N1C(=O)CN(Cc2cc(OC)c(OC)c(OC)c2)C1=S | 0.2% | 20.3% | -5.4% | -11.9% | 5.9% | -0.9% | -23.2% | 0.3% | -13.4%
CCC(C)NC(=O)c1ccccc1NS(=O)(=O)c1ccc(OC)c(OC)c1 (stereo unspecified) | ? | 5.9% | -0.9% | -12.5% | -3.9% | 9.3% | 3.2%[59 µM] | 2.1% | 4.4%
O=C(C[n+]1ccccc1)N/N=C/c1ccccc1F | 61.5% | 67.3%[activator] | 4.9% | -17.5% | -3.6% | nt | 6.8% | 0.4% | -5.1%
O=C(Nc1cc(-c2nc3ccccc3o2)ccc1Cl)c1sc2c([N+](=O)[O-])cccc2c1Cl | 7.1% | 2.8% | -3.5% | -8.0% | nt | -29.0% | 21.1%[59 µM] | 1.8% | -11.7%
O=C(Nc1cccc2cccnc12)c1cccc2c(Br)cccc12 | 1.5% | 22.7% | -4.3% | -18.8% | nt | -3.9% | -2.3%[59 µM] | -3.4% | 2.8%
CCc1nn(CC(=O)NCCc2ccc(Cl)cc2)c(=O)c2cc3ccccc3n12 | 22.5% | 16.5% | -6.5% | -18.3% | nt | 0.1% | 5.3%[59 µM] | -1.8% | -3.4%

Grouped by structure: those above with fluorine
SMILES | POLB inh | Pol iota inh | BLM inh | POLH inh | APEX1 inh | BAZ2B inh | G9a block | POLK inh | Anesthetic bind
COc1cccc(NC(=O)CCSc2nc(-c3ccco3)cc(C(F)(F)F)n2)c1 | 10.7% | -8.9% | -8.9% | -9.4% | nt | 8.0% | 5.3%[59 µM] | -5.9% | ?
CC(C)(CO)Nc1ncnc2onc(-c3ccc(F)cc3)c12 | -0.7% | 6.9% | -1.3% | -21.6% | 3.8% | -1.2% | 7.6% | 5.2% | 0.2%
O=C(C[n+]1ccccc1)N/N=C/c1ccccc1F | 61.5% | 67.3%[activator] | 4.9% | -17.5% | -3.6% | nt | 6.8% | 0.4% | -5.1%

(next part)
SMILES | POLB inh | Pol iota inh | BLM inh | POLH inh | APEX1 inh | BAZ2B inh | G9a block | POLK inh | Anesthetic bind
CCOc1cc(C#N)ccc1OCC(=O)NNC(=O)CC1CCS(=O)(=O)C1 (stereo unspecified) | nt | -1.5% | nt | -16.9% | 7.2% | 9.2% | -7.7% | 0.3% | nt
Cc1ccc(CC2CC(=O)N(Cc3ccco3)C2=O)cc1 (stereo unspecified) | -9.5% | ? | -1.3% | ? | -0.7% | 3.1% | 39.8µM* | -11.7% | -22.5%
COc1ccc(S(=O)(=O)c2ccccc2)cc1NS(=O)(=O)c1cccc(C(=O)O)c1 | nt | 6.5% | nt | -8.7% | 5.1% | ? | 14.9%[2.33 µM] | -1.0% | nt
CN1CCC(=O)N([C@H](CN=[N+]=[N-])c2ccccc2)CC1 | 40.3% | 19.9%&16.8% | -0.9% | -0.2% | 2.9% | 8.9% | nt | 4.6%&-5.0% | 1.7%
Cc1nnc(NC(=O)CSc2ncnc3c2cnn3-c2ccccc2C)s1 | 11.8% | ? | -4.0% | -0.9% | 0.2% | -4.3% | -5.3%[12.7 µM] | -2.0% | 2.9%
Cc1cc(=O)oc2cc(OCC(=O)NC3CCN(Cc4ccccc4)CC3)c(Cl)cc12 | -13.7% | -12.9% | 41.5%[activator] | -6.5% | 31.1%[activator] | -16.4% | 8.5% | -21.5% | -14.9%
Cc1onc(-c2c(F)cccc2Cl)c1C(=O)NC(=S)Nc1c(C)n(C)n(-c2ccccc2)c1=O | 27.1% | 44.6%[activator] | 0.7% | 4.7% | 5.0% | ? | 31.6µM* | -9.9% | -13.0%
COc1ccc(/C=C/c2nnc(NC(=O)CSc3ccc(Cl)cc3)s2)cc1 | 6.9% | 9.2% | 0.4% | -8.4% | 5.9% | 3.9% | 41.6%[59 µM] | -16.1% | -3.5%
CCOc1ccccc1NC(=O)CC1Nc2ccccc2NC1=O (stereo unspecified) | 8.8% | -5.2% | 2.9% | -10.2% | 1.8% | -28.3% | 14.1µM* | -18.6% | ?
Cc1cc(CNC(=O)C(C)Cc2ccccc2)nn1C (stereo unspecified) | 1.4% | 17.8% | 0.3%&-1.0% | -0.1% | 3.4%&0.5% | -4.9% | -7.1% | -14.1% | 0.6%&-3.3%
CSCC[C@H](NC(=O)[C@H](Cc1ccccc1)n1c(=O)[nH]c2ccccc2c1=O)C(=O)N[C@@H](Cc1ccccc1)C(=O)O | ? | 19.2% | 2.2% | -14.4% | -1.6% | -9.9% | 9.5% | 11.3% | -6.3%
Cc1[nH]c(=O)[nH]c(=O)c1/C=N/NC(=O)CCCCCNC(=O)OC(C)(C)C | 2.0% | 28.9% | -3.5% | -19.9% | 2.8% | 3.5% | nt | -5.9% | -14.3%
O=C(COC(=O)c1cc(=O)[nH]c2ccccc12)c1ccc(Br)cc1 | -1.9% | 45.6%[activator] | -7.5% | -16.5% | 6.2% | -1.0% | 10.4% | -3.9% | -13.5%
O=[N+]([O-])c1ncccc1OCc1ccccc1Br | 21.1% | -5.2% | 0.9% | -3.8% | 26.6% | -21.6% | ? | -13.9% | ?
Cc1ccc(C)c(C(=O)N(Cc2nc(-c3ccc(Cl)cc3)no2)C(C)C)c1 | 5.1% | 20.9% | -13.1% | -27.7% | -2.6% | 0.0% | 9.1% | -13.0% | 4.3%
O=C(c1c(O)cc(O)cc1O)C1c2c(cc(O)c3c2O[C@H](c2ccc(O)cc2)[C@@H](O)C3)OC1c1ccc(O)cc1 (stereo partly specified) | nt | ? | nt | ? | -9.1% | ? | -8.7%[2.33 µM] | ? | nt
CCOC(=O)CCc1c(C)c2ccc(OCC(=O)N(CC)CC)c(C)c2oc1=O | 2.0% | 11.7% | -0.4% | -2.3% | 5.2% | -14.7% | -24.2%[12.7 µM] | -2.8% | -20.9%
